Screens: PubChem BioAssay, National Center for Advancing Translational Sciences (NCATS)
TSHR antag: Antagonists of the Thyroid Stimulating Hormone Receptor: HTS campaign. activity change, negative = inhibition, % at 11.5 µM. AID 504810, 2011. TSHR-expressing cells, TSH-stimulated cAMP HTRF, 2 h; active compounds read low. 0.2% of 330,000 active. Thyrotropin receptor (Homo sapiens), P16473;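 active = activity change below a set negative limit, meaning inhibition stronger than a set level, cut at about -70% in these data; inconclusive = activity change between two set negative limits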; also: % is scaled to controls: 0 for no effect and ±100 for the full control effect
Target sequence (P16473 whole entry, looked up): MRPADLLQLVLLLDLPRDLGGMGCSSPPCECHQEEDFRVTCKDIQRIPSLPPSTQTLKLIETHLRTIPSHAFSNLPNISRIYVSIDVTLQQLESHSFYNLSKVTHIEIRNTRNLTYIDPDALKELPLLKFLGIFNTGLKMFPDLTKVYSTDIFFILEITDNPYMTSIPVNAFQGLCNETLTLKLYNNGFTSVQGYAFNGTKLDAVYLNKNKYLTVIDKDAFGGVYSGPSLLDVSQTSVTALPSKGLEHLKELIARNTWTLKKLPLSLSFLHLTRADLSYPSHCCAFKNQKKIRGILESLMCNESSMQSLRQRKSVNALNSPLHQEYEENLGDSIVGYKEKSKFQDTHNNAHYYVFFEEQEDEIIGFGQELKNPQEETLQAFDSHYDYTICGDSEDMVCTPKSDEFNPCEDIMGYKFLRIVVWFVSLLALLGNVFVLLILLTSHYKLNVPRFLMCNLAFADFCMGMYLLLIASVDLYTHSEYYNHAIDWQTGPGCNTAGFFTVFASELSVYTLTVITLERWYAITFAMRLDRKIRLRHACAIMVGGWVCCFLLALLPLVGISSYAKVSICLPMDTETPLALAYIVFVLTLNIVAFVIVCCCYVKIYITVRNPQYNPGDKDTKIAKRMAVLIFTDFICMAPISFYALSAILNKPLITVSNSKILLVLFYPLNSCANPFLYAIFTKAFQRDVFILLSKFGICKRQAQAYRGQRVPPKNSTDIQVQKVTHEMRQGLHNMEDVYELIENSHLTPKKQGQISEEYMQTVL
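Inhibition of cAMP made by TSHR-expressing cells under TSH stimulation (4nM final, EC80; 2 h, 37 deg C) is quantified with a one-step lysis HTRF kit, anti-cAMP cryptate versus cAMP-d2.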
hERG WT inh: qHTS for Inhibitors of KCHN2 3.1: Wildtype qHTS; Voltage-gated inwardly rectifying potassium channel KCNH2 (Homo sapiens), Q12809; U2OS, BacMam KCNH2, thallium flux FluxOr; active compounds read low; activity change, % at 1.84 µM; 0.37% of 340,000 active;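 active = maximum activity change below -70%; inconclusive = maximum activity change between -70% and -50%; inactive = maximum activity change above -50%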; also: % is scaled to controls: 0 for no effect and ±100 for the full control effect
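U2OS cells transduced with wild-type KCNH2 virus are loaded with FluxOr dye for 45 min, and thallium flux is measured in kinetic reads before and after stimulation buffer. Rate constants are normalized to DMSO controls.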
KCNH2 3.1 inh: qHTS for Inhibitors of KCHN2 3.1: Mutant qHTS. activity change, % (tested at about 1.8 µM). 0.95% of 340,000 active. Potassium voltage-gated channel subfamily H member 2, brain isoform KCNH2 3.1 (human). AID 720553, 2013. U2OS KCNH2 3.1, thallium flux FluxOr; active compounds read low;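 active = maximum activity change below -70%; inconclusive = maximum activity change from -70% to -50%; inactive = maximum activity change above -50%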;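 also: thallium influx rate constant from kinetic fluorescence after stimulation buffer; % is scaled to controls: 0 for no effect and ±100 for the full control effect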
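Normalized rate constant (relative to positive and negative DMSO controls) derived from a 2 min kinetic fluorescence read after stimulation; U2OS cells expressing the 3.1 isoform via virus at 1.77 x 10^8 /mL.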
USP2a inh: qHTS Assay for Inhibitors of Ubiquitin-specific Protease USP2a Using CHOP2 as the Reporter. Ubiquitin carboxyl-terminal hydrolase 2 (Homo sapiens), O75604. USP2 core, Ub-CHOP2 coupled fluorogenic reporter, 485/531. Potency, µM (highest dose often 38.3 µM), inactives show top-dose activity change, negative = inhibition, actives largely listed as inhibitors. 0.01% of 330,000 active. AID 463254, 2010;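 also: potency is read from the fitted curve at half-maximal effect; plate controls were DMSO wells for no effect and full inhibition by NEM control for full effect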
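Deubiquitinase activity read as fluorescence (485/531 nm) after Ub-CHOP2 cleavage activates the enterokinase reporter on its substrate; USP2 core 10nM, Ub-CHOP2 and substrate 25nM each, 30min compound preincubation then 60min RT; data normalized to NEM, curves fitted.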
ELG1 repair inh: qHTS screen for small molecules that inhibit ELG1-dependent DNA repair in human embryonic kidney (HEK293T) cells expressing luciferase-tagged ELG1. HEK293T ELG1-luciferase reporter, luminescence, 16 h; DNA damage induced by 5-fluorouridine. Potency, µM (series often up to 46.1 µM), inactives show at the highest dose activity change, negative = inhibition, most hits filed as inhibitors. 2.3% of 330,000 active. AID 504467, 2011; also: potency is read from the fitted curve at half-maximal effect; % is scaled to controls: 0 for no effect and ±100 for the full control effect; nearly all actives have a fitted effect of over 55% in size
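5-Fluorouridine DNA damage + compound/DMSO, 2,000 cells/well, 16 h, 37 °C/5% CO2. ONE-Glo, 30 min RT, luminescence. Readout = decrease in reporter signal.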
TRPV1 ag: HTS Assay for Compounds that Act as Agonists of the Vanilloid Receptor 1. activation, % at 8.33 µM. 0.19% of 320,000 active. TRPV1-expressing cells, Fluo-8 calcium influx, agonist mode. Transient receptor potential cation channel subfamily V member 1 (Homo sapiens), Q8NER1; in the data active = activation above about 80%; inconclusive = between about 30% and that limit; also: 0% is about no effect
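TRPV1-expressing cells were cultured overnight at 35.5C and loaded with Fluo-8 calcium dye for 40 to 90 min at room temperature. After a 10 s baseline, compound was added and calcium influx was read kinetically for 3 min (ex 480/em 520 nm).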
Mito fusion act: qHTS Assay for Small Molecule Inhibitors of Mitochondrial Division or Activators of Mitochondrial Fusion; S. cerevisiae fusion-defective mutant growth rescue, CellTiterGlo 48 h; Potency, µM (titrated, usually from 46.1 µM), for inactives: at the highest dose growth rescue (activation), hits mostly activators; 0.23% of 320,000 active;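 also: potency is read from the fitted curve at half-maximal effect; % of control where 0% means no effect; nearly all actives have a fitted effect of over 45% in size; temperature-sensitive fusion mutants such as fzo1-1 at 37 °C on non-fermentable ethanol glycerol medium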
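S. cerevisiae fusion-defective temperature-sensitive mutants (e.g. fzo1-1, mgm1-5) grown 48 h at 37C in YPEG (ethanol/glycerol non-fermentable) medium with 23 nl compound per well; growth rescue read as CellTiterGlo luminescence.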
TCR act: Activators of T cell receptors: qHTS campaign; 330,000 tested, under 10 active; Potency, µM (titrated, usually from 9.22 µM), inactives show at the top dose activation of IL-2 secretion, actives largely listed as activators; primary human leukocytes, anti-CD3, IL-2 HTRF, 48 h; also: % of control where 0% means no effect
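Activity was scored as IL-2 release from primary human leukocytes given only a TCR signal (a-CD3 beads) plus compound for 48 hr. Detection used a two-antibody HTRF format read at 665nm.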
A-T KAP1 phos: qHTS Assay for Identifying a Potential Treatment of Ataxia-Telangiectasia. AID 485349, 2010. Potency, µM (titrated, usually from 57.5 µM), inactives show top-dose activation, most hits filed as activators. 0.19% of 320,000 active. […] A-T fibroblasts, KAP-1 phosphorylation AlphaLISA; neocarzinostatin DNA damage 30 min before lysis; also: potency is read from the fitted curve at half-maximal effect; % of control where 0% means no effect; nearly all actives have a fitted effect of over 45% in size
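ATM-like activity read as KAP-1 phosphorylation via AlphaLISA donor/acceptor antibody pairs after lysis and 6 hr at 25C. Cells were ATM-null patient fibroblasts ([…], hTERT), dosed 60 min, then exposed to the DSB inducer NCS for 30 min.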
Eya2 phos inh: qHTS Assay for Inhibitors of the Phosphatase Activity of Eya2; 0.006% of 330,000 active; Potency, µM (highest dose often 76.9 µM), for the others: top-dose activity, negative = inhibition, actives largely listed as inhibitors; recombinant Eya2, OMFP fluorescence dephosphorylation (OMFP is methylfluorescein phosphate); also: potency is read from the fitted curve at half-maximal effect; % is scaled to controls: 0 for no effect and ±100 for the full control effect
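Eya2 (0.2 uM) preincubated 10 min at ambient with compound, then OMFP substrate added at 50 uM; 10 min reaction in 50 mM HEPES pH 7.5, 50 mM NaCl, 5 uM MgCl2, 0.05% BSA, 1 mM DTT. Fluorescence read at Ex 485/Em 525 nm.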
Numbers without * were called inactive; ? = inconclusive; . = no result given; [ ] = dose if it differs, or a comment. Unless noted, calls follow the shape of the dose curve; as a rule, active = well fitted curve in the direction sought with a large enough effect; inconclusive = small, poorly fitted or top-dose-only effect, or another doubt; inactive = no such curve, though single readings can be large; an effect the other way counts as inactive or inconclusive.

SMILES	TSHR antag	hERG WT inh	KCNH2 3.1 inh	USP2a inh	ELG1 repair inh	TRPV1 ag	Mito fusion act	TCR act	A-T KAP1 phos	Eya2 phos inh
COc1ccc(-c2nc(CSCC(=O)N3CCC(C(N)=O)CC3)c(C)o2)cc1OC	15	-6	-1	5%	8%	1	1%	-5%[46.1 µM]	-2%	0%
Cc1c(Cl)c([N+](=O)[O-])nn1CC(=O)NCc1cccnc1	-4	-11	9	-1%	7%	-1	-1%	9%	3%	5%
C/C(=C/c1ccccc1)C(=O)N1CCN(c2ccc(F)cc2)CC1	-18	-8	-9	-2%	-5%	30	5%	0%	0%	7%
CCn1c(CNc2ccc(F)cc2)nnc1SCC(=O)N1CCCc2ccccc21	3	-4	-6	0%	-3%	2	5%	-9%	-23%	-8%
O=C(NCC1CCCCC1)C12CN(Cc3ccccc3)CC1C(c1cccc([N+](=O)[O-])c1)=NO2 (stereo not drawn)	-17	-22	-42	1%	?	10	25%	0%	-13%	19%
Cc1nc2c(=O)n(C)c(=O)n(C)c2nc1Cl	-7	3	8	5%	?	1	-23%	-1%[46.1 µM]	1%	-1%
CCc1c(C(=O)Nc2ccc(OC)cc2)[nH]c(C)c1C(C)=O	12	-2	7	-4%	?	9	1%	3%	5%	-7%
CCOC(=O)c1ccccc1NC(=O)CSc1nc2ccccc2c(=O)n1CCCN1CCOCC1	-10	10	-17	1%	?	.	.	-2%[46.1 µM]	10%	3%
Nc1nc(CN2CCCCCC2)nc(Nc2ccc(F)cc2)n1	22	28	-73*	5%	6%	-3	2%	-8%	8%	-15%
CCn1c(C)nc2cc(C(=O)OC(C(F)(F)C(F)F)C(F)(F)C(F)F)ccc21	-7	8	-4	2%	?	2	-8%	-4%	-9%	-25%
Cc1ccc(-n2nc(CN3CCOCC3)c(-c3ccccc3)c2N)c(C)c1	11	11	13	1%	9%	19	-1%	-6%[46.1 µM]	4%	4%
Clc1ccc(-c2nnc(CCc3ccccc3)o2)c(Cl)c1	-8	-18	-8	2%	?	6	-8%	2%	13%	11%
Cn1cc(S(=O)(=O)c2ccccc2)c(=O)c2cc(F)c(N3CCOCC3)cc21	19	2	8	4%	11%	-2	-3%	14%	-7%	-6%
CCC1CCC(C(=O)NNC(=O)c2cc(-c3ccco3)[nH]n2)CC1 (stereo not drawn)	-6	-13	7	3%	2%	0	7%	-11%	-12%	10%
CC(=O)N1CCC2(CC1)CC(=O)c1cc(OCC(=O)NCc3ccco3)ccc1O2	6	-15	1	0%	5%	1	-2%	9%	5%	-7%
Cc1nc(SCC(=O)N2CCN(c3ccccn3)CC2)c(C#N)c(C)c1C	.	7	20	4%	?	.	.	3%	10%	0%
COc1ccc(/C(O)=C/c2nc3ccc(C(=O)NCCc4cccc(C)c4)cc3[nH]c2=O)cc1OC	-7	-3	-17	4%	3.3µM*	6	-5%	-2%[46.1 µM]	.	-7%
C=CCc1ccc(OCC(O)COc2ccc(CC=C)cc2OC)c(OC)c1	-33	18	10	4%	-1%	-2	12%	7%	-2%	-26%
Cc1[nH]c(=O)[nH]c(=O)c1S(=O)(=O)NCCc1ccc(S(N)(=O)=O)cc1	0	1	-9	4%	5%	0	0%	-1%	-3%	-2%
COc1cccc(-c2c(-c3cc(OC)cc(OC)c3)n(C)c3ccc(-c4ccc(OC)nc4)cc23)c1	0	-6	32	0%	-26%	4	-6%	4%	1%	-9%

A second format for part of the listing above.
| canonical_smiles | TSHR antag | hERG WT inh | KCNH2 3.1 inh | USP2a inh | ELG1 repair inh | TRPV1 ag | Mito fusion act | TCR act | A-T KAP1 phos | Eya2 phos inh |
| --- | --- | --- | --- | --- | --- | --- | --- | --- | --- | --- |
| CCC1CCC(C(=O)NNC(=O)c2cc(-c3ccco3)[nH]n2)CC1 (stereo not drawn) | -6 | -13 | 7 | 3% | 2% | 0 | 7% | -11% | -12% | 10% |
| CC(=O)N1CCC2(CC1)CC(=O)c1cc(OCC(=O)NCc3ccco3)ccc1O2 | 6 | -15 | 1 | 0% | 5% | 1 | -2% | 9% | 5% | -7% |

Arranged by length of the SMILES (rising): ten of the compounds above.
SMILES	TSHR antag	hERG WT inh	KCNH2 3.1 inh	USP2a inh	ELG1 repair inh	TRPV1 ag	Mito fusion act	TCR act	A-T KAP1 phos	Eya2 phos inh
Nc1nc(CN2CCCCCC2)nc(Nc2ccc(F)cc2)n1	22	28	-73*	5%	6%	-3	2%	-8%	8%	-15%
Clc1ccc(-c2nnc(CCc3ccccc3)o2)c(Cl)c1	-8	-18	-8	2%	?	6	-8%	2%	13%	11%
C=CCc1ccc(OCC(O)COc2ccc(CC=C)cc2OC)c(OC)c1	-33	18	10	4%	-1%	-2	12%	7%	-2%	-26%
CCC1CCC(C(=O)NNC(=O)c2cc(-c3ccco3)[nH]n2)CC1 (stereo not drawn)	-6	-13	7	3%	2%	0	7%	-11%	-12%	10%
Cc1nc(SCC(=O)N2CCN(c3ccccn3)CC2)c(C#N)c(C)c1C	.	7	20	4%	?	.	.	3%	10%	0%
Cn1cc(S(=O)(=O)c2ccccc2)c(=O)c2cc(F)c(N3CCOCC3)cc21	19	2	8	4%	11%	-2	-3%	14%	-7%	-6%
CCOC(=O)c1ccccc1NC(=O)CSc1nc2ccccc2c(=O)n1CCCN1CCOCC1	-10	10	-17	1%	?	.	.	-2%[46.1 µM]	10%	3%
Cc1[nH]c(=O)[nH]c(=O)c1S(=O)(=O)NCCc1ccc(S(N)(=O)=O)cc1	0	1	-9	4%	5%	0	0%	-1%	-3%	-2%
COc1ccc(/C(O)=C/c2nc3ccc(C(=O)NCCc4cccc(C)c4)cc3[nH]c2=O)cc1OC	-7	-3	-17	4%	3.3µM*	6	-5%	-2%[46.1 µM]	.	-7%
COc1cccc(-c2c(-c3cc(OC)cc(OC)c3)n(C)c3ccc(-c4ccc(OC)nc4)cc23)c1	0	-6	32	0%	-26%	4	-6%	4%	1%	-9%

Not all compounds are listed (hit frequency here may not be typical).
